# JMJD2A Tudor: inhibitors of human JMJD2A Tudor domain; O75164; actives 4.4% (n = 390,000); AlphaScreen JMJD2A-Tudor / H3K4me3 peptide binding; Potency, µM (top dose mostly 114 µM), without a hit: at the highest dose activity change, negative = inhibition, hits mostly inhibitors; further: potency means the concentration at half of the fitted maximal effect; on the % scale 0 is the no-effect control and ±100 the full control effect; nearly all actives have a fitted effect of over 50% in size
# Pin1 inhibitor: human Pin1 inhibition. Q13526. Pin1 FP peptide displacement, HiFluor488, 10 min. Potency, µM (doses to about 115 µM), for the others: at the top dose activity, negative = inhibition, actives largely listed as inhibitors. actives 0.009% (n = 390,000); active means well fitted inhibition curve with a large enough effect in the polarisation, with a control signal flat, not every such curve was filed as active; inconclusive means small, poorly fitted or top-dose-only effect, or effect the other way, or a change in a side signal; inactive means no such curve, though single readings can be large or run the other way; the % refers to the polarisation; further: potency means the concentration at half of the fitted maximal effect; on the % scale 0 is the no-effect control and ±100 the full control effect
# PGK inhibitor: inhibitors of T. brucei phosphoglycerate kinase. Potency, µM (top dose mostly 57.5 µM), inactives show at the top dose activity change, negative = inhibition, most hits filed as inhibitors. P07378. PGK/GAPDH coupled, Kinase-Glo luminescence, 60 min. actives 0.043% (n = 380,000); further: potency means the concentration at half of the fitted maximal effect; on the % scale 0 is the no-effect control and ±100 the full control effect; nearly all actives have a fitted effect of over 60% in size
# Target sequence (P07378 whole entry, looked up): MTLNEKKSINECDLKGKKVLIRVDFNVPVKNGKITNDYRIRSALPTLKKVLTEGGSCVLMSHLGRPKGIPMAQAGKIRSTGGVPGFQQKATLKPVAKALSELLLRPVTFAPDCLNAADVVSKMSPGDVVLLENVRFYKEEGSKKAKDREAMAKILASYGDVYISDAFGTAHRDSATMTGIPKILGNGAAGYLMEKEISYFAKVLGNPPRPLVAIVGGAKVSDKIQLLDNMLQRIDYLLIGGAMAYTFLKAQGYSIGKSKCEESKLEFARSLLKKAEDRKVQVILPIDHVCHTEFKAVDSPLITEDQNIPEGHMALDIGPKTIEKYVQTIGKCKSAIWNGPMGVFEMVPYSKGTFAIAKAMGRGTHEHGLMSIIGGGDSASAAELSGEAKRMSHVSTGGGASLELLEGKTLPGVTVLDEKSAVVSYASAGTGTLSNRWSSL
#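 Recombinant glycosomal PGK reaction used 1,3-bisphosphoglycerate generated in-well by GAPDH (100nM final) in 100mM TEA pH 7.6, 5mM MgCl2, 0.01% Tween-20. After 60 minutes at room temperature, ATP was read by Kinase-Glo Plus luminescence end-point.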
# BAZ2B inh: inhibitors of human BAZ2B bromodomain; Q9UIF8; AlphaScreen BAZ2B-H3K14Ac peptide displacement; Potency, µM (highest dose often 114 µM), without a hit: at the highest dose activity change, negative = inhibition, hits mostly inhibitors; actives 4.4% (n = 360,000); AID 504333; further: potency means the concentration at half of the fitted maximal effect; on the % scale 0 is the no-effect control and ±100 the full control effect; nearly all actives have a fitted effect of over 60% in size
#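 AlphaScreen displacement of biotin-H3(5-23)K14Ac peptide (50 nM final) from BAZ2B (50 nM final) in PBS pH 7.4, 0.01% Tween-20; complex preformed 30 min RT, then compounds (top 110 uM) 30 min RT, beads 20 min dark.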
# PI4K2A block: blocks human PI4K2A kinase activity; Q9BTU6; purified PI4K2A, ADP-Glo luminescence, 1 h; hits give low values; activity change, negative = inhibition, % at 76.9 µM; actives 0.13% (n = 420,000); AID 1346378; in the data active means activity change below about -50%; inconclusive means mostly about -30% to -49%;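 further: -100% = wells without enzyme as full effect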
# Target sequence (Q9BTU6 whole entry, looked up): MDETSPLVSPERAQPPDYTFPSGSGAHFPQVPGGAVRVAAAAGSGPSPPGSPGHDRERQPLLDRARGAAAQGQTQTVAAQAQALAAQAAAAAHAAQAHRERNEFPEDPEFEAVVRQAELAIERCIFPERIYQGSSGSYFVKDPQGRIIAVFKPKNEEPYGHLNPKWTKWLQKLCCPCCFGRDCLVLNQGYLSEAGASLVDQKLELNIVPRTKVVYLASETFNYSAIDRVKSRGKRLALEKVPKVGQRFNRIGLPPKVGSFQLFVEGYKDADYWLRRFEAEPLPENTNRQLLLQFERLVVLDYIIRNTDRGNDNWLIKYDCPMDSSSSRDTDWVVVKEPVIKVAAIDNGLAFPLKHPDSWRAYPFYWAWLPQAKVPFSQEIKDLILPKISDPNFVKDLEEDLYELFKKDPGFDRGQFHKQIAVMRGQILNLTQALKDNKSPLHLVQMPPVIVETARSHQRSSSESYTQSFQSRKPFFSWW
#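 PI4K2A activity was measured by ADP-Glo luminescence: enzyme (4 ug/mL stock) and phosphatidylinositol (1.2 mM stock) in Tris pH 7.5/MgCl2/EGTA/Triton X-100 buffer were reacted with ATP (300 microM stock) for one hour at ambient temperature.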
# HP1b chromo inh: blocks HP1-beta chromodomain binding to methylated histone tails. P83916. AlphaScreen HP1-beta / biotin-H3K9me3 peptide binding. Potency, µM (doses to about 114 µM), without a hit: top-dose activity change, negative = inhibition, actives largely listed as inhibitors. actives 0.56% (n = 390,000). AID 540317; further: potency means the concentration at half of the fitted maximal effect; nearly all actives have a fitted effect of over 70% in size; inactives centre near 23
# Target sequence (P83916 whole entry, looked up): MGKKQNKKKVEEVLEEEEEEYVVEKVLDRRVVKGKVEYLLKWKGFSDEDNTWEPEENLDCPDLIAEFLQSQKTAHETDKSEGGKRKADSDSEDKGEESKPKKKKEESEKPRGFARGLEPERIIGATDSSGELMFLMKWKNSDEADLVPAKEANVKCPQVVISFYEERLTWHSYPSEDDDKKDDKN
#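 AlphaScreen: HP1-beta (50 nM) preformed 30 min with biotin-H3(1-18)K9me3 peptide (50 nM) in PBS pH 7.4, 0.01% Tween-20. Compound added for 30 min at RT, then streptavidin donor/nickel chelate acceptor beads (10 ug/mL) for 30 min.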
# Pol eta inh: DNA polymerase eta (human) inhibition; recombinant Pol eta, fluorescent DNA replication assay; Potency, µM (highest dose often 114 µM), for the others: top-dose activity change, negative = inhibition, usual class: inhibitors; actives 1.2% (n = 390,000); further: potency means the concentration at half of the fitted maximal effect; on the % scale 0 is the no-effect control and ±100 the full control effect
#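 Pol eta at 10 nM preincubated with compounds 15 min at room temperature; reaction started with fluorescent substrate (50 nM final) and read kinetically at 0 and 10 min.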
# GLS inh: glutaminase GLS (human) inhibition | GLS enzymatic activity, qHTS titration | Potency, µM (highest dose often 45.5 µM), inactives show at the highest dose activity change, negative = inhibition, hits mostly inhibitors | O94925 | AID 624170 | actives 0.21% (n = 410,000); further: potency means the concentration at half of the fitted maximal effect; on the % scale 0 is the no-effect control and ±100 the full control effect
#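 hKGA in 45 mM KH2PO4 (pH 8.2), 0.02% Tween-20 with compound, then 1mM L-Glutamine (stock as added) plus glutamate oxidase/HRP/Amplex red coupling mix. Fluorescence read initially and after 30 min at RT; signal change reflects glutamate formation.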
# G9a block: G9a (human) methyltransferase inhibition; AID 504332; G9a H3K9 monomethylation, AlphaScreen, 2 h; Potency, µM (top dose mostly 102 µM), for inactives: at the top dose activity, negative = inhibition, usual class: inhibitors; Q96KQ7; actives 8.8% (n = 350,000); further: potency means the concentration at half of the fitted maximal effect; on the % scale 0 is the no-effect control and ±100 the full control effect; nearly all actives have a fitted effect of over 75% in size
#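 G9a (20 nM) was preincubated 15 min with compound, then reacted 2 h at room temperature with 500 nM biotin-H3K9 peptide and 20 µM SAM. Monomethyl-H3K9 detected by AlphaScreen using anti-H3K9me1 antibody.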
# Starred values were filed as active, the others as inactive; i = inactive; ? = inconclusive; / = not tested or not shown; & = joins results of further samples; ! = repeats disagree; [ ] = remark or other dose. Unless noted, the call rests on the fitted dose curve; in most records, active means well fitted curve in the direction sought with a large enough effect; inconclusive means small, poorly fitted or top-dose-only effect, or another doubt; inactive means no such curve, though single readings can be large; an effect the other way counts as inactive or inconclusive.
SMILES,JMJD2A Tudor,Pin1 inhibitor,PGK inhibitor,BAZ2B inh,PI4K2A block,HP1b chromo inh,Pol eta inh,GLS inh,G9a block
CC(=O)C(Cc1ccccc1)NC(=O)COC(=O)CCN1C(=O)C2CC=CCC2C1=O (centres undefined),-8%,-2%,i,10%,1,6%,-8%,1%,-13%
COc1cc(C2CC(=O)c3cnc(NC(C)=O)nc3C2)cc(OC)c1OC (centres undefined),-9%,0%,-8%,-2%,16,18%,7%,14%,5%[59 µM]
NC(=O)NC(=O)COC(=O)c1ccccc1OCc1ccc(F)cc1,-3%,11%,-14%,-15%,-1,47%[activator],-9%,-2%,14%
COCCn1c(COc2ccc(C)cc2)nc2ccccc21,3%,-8%,-1%,2%,-2,55%[activator],0%,-5%,-18%[12.7 µM]
COC(=O)c1ccc[n+](CCc2c[nH]c3ccccc23)c1,-19%,-9%,0%,/,-1,16%,0%,8%,/
COc1cccc(Cn2c(=O)n(Cc3ccccc3)c(=O)c3c2c2cc(OC)ccc2n3C)c1,8%,3%,1%,-5%,-4,26%,-13%,4%,-1%[59 µM]
COCCN1C(=O)N[C@@H](CCc2ccccc2)C(C(C)=O)=C1C,-14%,-12%,0%,13%,3,27%,-6%,-3%,11%
CC(C(=O)OCc1nnc(-c2ccccc2)o1)N1C(=O)c2ccccc2C1=O (centres undefined),-8%,14%,4%,12%,-11,30%,-10%,3%,-33%
CCOc1ccc(/C=N/NC(=O)C2CCCC2)c(OCC)c1,-18%,-8%,-2%,2%,0,24%,-14%,2%,11%
CCN(CC)C(=O)NC1CC2CCCC(C1)N2Cc1ccccc1 (centres undefined),-4%[57.1 µM],-6%,4%,5%,2,-11%,6%,8%,2.8µM*
COC(=O)c1ccc(NC(=O)CN2CCN(S(=O)(=O)c3ccc(Br)cc3)CC2)cc1,-19%&-3%,9%&12%,-7%&-4%,-34%,0&-1,26%&35%,-12%&-29%,0%&4%,25%
c1ccc(Cn2nnc3c(NCC4CCCO4)nc(C4CC4)nc32)cc1 (centres undefined),-7%,1%,-9%,3%,-7,32%,-17%,0%,6%
COC(=O)c1c(NC(=O)c2cccnc2)sc(C)c1C,-1%,-6%,-2%,0%,3,43%[activator],-9%,10%,-1%
Cc1nn(-c2ccccc2)cc1/C=N/NS(=O)(=O)c1ccccc1,-24%,0%,-3%,-23%,7,43%[activator],-10%,4%,?
Cc1cc(=O)n2[nH]c(-c3ccc(C(C)(C)C)cc3)cc2n1,-12%,3%,-3%,-2%&7%,2,5%,-2%,-2%,7%
S=C(NC1CCCCC1)NN(c1ccccc1)c1ccccc1,-31%,-5%,3%,?,-1,-8%,-20%,22%,8%[59 µM]
Cc1cccc(C(=O)OC(C)C(=O)NCC2CCCCC2)c1O (centres undefined),?,2%,9%,8%,-3,43%[activator],-23%,1%,5%[2.33 µM]
CCCCOc1ccc(C(=O)NC)cc1,-5%,7%,-7%,-4%,-20,9%,8%,8%,13%[12.7 µM]
O=C(OCC(=O)N1CCCC1=O)c1cc(S(=O)(=O)N2CCOCC2)ccc1Cl,-11%,1%,-3%,1%,-1,30%,-24%,1%,-46%
Cc1nn(-c2cc(C(F)(F)F)ccc2Cl)c2nc(C(Cl)(Cl)Cl)[nH]c(=O)c12,-11%,5%,1%,-20%,-3,32%,2%,-3%,-3%
Cc1ccc(C)c(CSc2nnc([C@@H](N)C(C)C)o2)c1,-6%,-1%,-7%,-9%,2,39%,-6%,1%,?
NC(=O)CC(NC(=O)Cc1ccc(Br)cc1)c1ccc(NCc2ccc(F)c(F)c2)c([N+](=O)[O-])c1 (centres undefined),-11%,?,-9%,-8%,0,20%,-7%,1%,-26%[12.7 µM]
Cc1cc(-c2ccco2)n(CC(=O)NCc2ccccc2)n1,-21%,-2%,0%,12%,2,24%,-16%,-4%,?
CCN(CC)C(=O)CC(c1ccc(F)cc1)c1ccc(OC)cc1 (centres undefined),5%,-10%,-1%,1%,-4,27%,-18%,3%,21%[59 µM]
Cc1cc2c(cc1S(=O)(=O)N1CCC(C(N)=O)CC1)OCC(=O)N2,-14%,-2%,-6%,-2%,1,17%[57 µM],-2%,-13%,9%[59 µM]
Cc1ccc(Cl)cc1NC(=O)CN1C(=O)NC(C)(C2CC2)C1=O (centres undefined),-15%,1%,i,/,-4,33%,-15%,-1%,/
Cc1cccc(N2CCN(C(=S)Nc3ccc4nc(N5CCOCC5)cc(C)c4c3)CC2C)c1 (centres undefined),-12%,-5%,-3%,24%,0,48%[activator],-3%,7%,?
COc1cccc(CNC(=O)CCCc2nnc3n(C)c(=O)c4sccc4n23)c1,11%,3%,-4%,-5%,-7,56%[activator],-5%,-4%,4%[0.0925 µM]
CCOc1ccc2[nH]c(=O)c(CN(Cc3nnnn3Cc3ccccc3)CC3CCCO3)cc2c1 (centres undefined),-11%,-10%,-7%[11.5 µM],-2%,0,57%[activator],-8%,1%,-25%
CC1CN(S(=O)(=O)c2cccs2)CC(C)O1 (centres undefined),-2%,5%,/,3%,0,27%,-3%,9%,-36%[12.7 µM]
CNC(=O)c1ccc(Nc2nnc(-c3ccc(C)c(S(N)(=O)=O)c3)c3ccccc23)cc1,-2%,-2%,-9%,-11%,-2,54%[activator],-16%,17%,9%
Cc1ccn2c(Nc3ccccc3C)c(-c3ccccn3)nc2c1,45µM*!,?,-15%&12%,22µM*,-5&-10,?,?,14%&9%,?
CCCn1c(NC(=O)CCNC(=O)c2ccccc2Cl)nc2ccccc21,-15%,2%,-4%,8%,6,18%,-22%,2%,13%[12.7 µM]
COC(=O)c1ccc(CNC(=O)C(C)N=C2NS(=O)(=O)c3ccccc32)cc1 (centres undefined),-2%,-14%,6%,2%,1,32%,-19%,-8%,1%
O=C(NC1CCCCC1)C1CC(=O)N(c2ccccc2)C1 (centres undefined),-11%,-6%,-3%,2%,-4,26%,-14%,0%,0%
C/C(=N/NC(=O)c1cc(C(C)C)[nH]n1)c1cccs1,-3%,-7%,-1%,-4%,-17,31%,-1%,1%,-6%
CCOc1cc(N2CCOCC2)c(OCC)cc1NC(=O)CN1C(=O)NC(C)(C2CC2)C1=O (centres undefined),-30%,-5%,i,2%,3,11%,-2%,35%[activator],-34%
N#C/C(=C/c1ccc(-c2ccc(S(N)(=O)=O)cc2)o1)c1nc2ccccc2s1,-32%,?,-2%,5%,-12,3%,?,2%,-7%[59 µM]
CCN1C(=O)c2cccc3c(S(=O)(=O)Nc4ccccc4)ccc1c23,3%,-2%,8%,4%,10,58%[activator],-6%,21%,16%[2.33 µM]
Cc1ccc(NC2=CC(=O)CC(C)(C)C2)c(N)c1,4%,1%,-3%,-5%,6,9%,-6%,29%,?

# Part of the list above, tab-delimited.
canonical_smiles	JMJD2A Tudor	Pin1 inhibitor	PGK inhibitor	BAZ2B inh	PI4K2A block	HP1b chromo inh	Pol eta inh	GLS inh	G9a block
CCN1C(=O)c2cccc3c(S(=O)(=O)Nc4ccccc4)ccc1c23	3%	-2%	8%	4%	10	58%[activator]	-6%	21%	16%[2.33 µM]
CNC(=O)c1ccc(Nc2nnc(-c3ccc(C)c(S(N)(=O)=O)c3)c3ccccc23)cc1	-2%	-2%	-9%	-11%	-2	54%[activator]	-16%	17%	9%

# (continued)
SMILES,JMJD2A Tudor,Pin1 inhibitor,PGK inhibitor,BAZ2B inh,PI4K2A block,HP1b chromo inh,Pol eta inh,GLS inh,G9a block
COc1ccc2[nH]c(=O)c(C(c3nnnn3CC3CCCO3)N3CCCCC3)cc2c1 (centres undefined),8%,0%,0%,2%,0,21%,-18%,8%,/
CN(C)CCCN(C(=O)c1ccc2c(c1)OCCO2)c1nc2cc3c(cc2s1)OCO3,-23%,-1%,-4%,-15%,3,16%,-3%,-1%,/
O=C(COc1ncnc2sccc12)NC1CCS(=O)(=O)C1 (centres undefined),7%,1%,10%,0%,0,20%,-6%,7%,/
Cc1cccc(C(=O)OCC(=O)NCC(C)C)c1O,-7%,-10%,7%,/,-1,16%,-7%,3%,14%
COc1ccc(Oc2nc(C)cc(C)c2C#N)cc1,5%,10%,/,10%,-2,41%[activator],-5%,5%,8%[59 µM]
O=C(CSCc1nc2cccnc2n1C1CCCCC1)NCc1cccc(Cl)c1,-30%,3%,-1%,-5%,-9,-1%[57 µM],-22%,-8%,16%[59 µM]
O=C(/C=C/Nc1cccc(O)c1)c1ccccc1,-24%,?,-16%,-3%,-15,8%,-6%,59%[activator],-36%[59 µM]
Cc1nc2c(sc(=S)n2Cc2ccco2)c(=O)n1CC(=O)Nc1cc(F)ccc1F,-9%,1%,3%,-17%[57.1 µM],-8,2%[57 µM],-7%,10%,7%
CC(C)(C)OC(=O)N1CCC(NC(=O)c2[nH]cnc2C(=O)Nc2ccccc2F)CC1,/,/,-8%,/,1,/,-14%,2%,/
Cc1cc(C(F)F)n2nc(C(=O)Nc3sc4c(c3C#N)CCC(C)C4)nc2n1 (centres undefined),-30%,?,i,4%,-15,?,-2%,8%,-15%[59 µM]
CCOc1ccccc1N=Cc1c(O)c2ccccc2oc1=O,-18%,-17%,-2%,-1%,5,20%,0%,-1%,-5%[0.501 µM]
Cc1nc(C)c(-c2ccccc2)c(=O)[nH]1,-6%,-11%,-2%,6%,3,46%[activator],-15%,4%,4%
CCOC(=O)c1sc2ncn(/N=C/c3ccc(O)cc3)c(=O)c2c1C,-10%,7%,-5%,-12%,8,35%,-10%,-5%,-2%
COc1ccc(NC(=O)C[C@H]2C(=O)N(CCc3ccccc3)C[C@@H]2CSC)cc1,/,/,1%,/,-1,/,-23%,-2%,/
Cc1nn(-c2ccccn2)c2nc(-c3cccs3)cc(C(=O)N3CCOCC3)c12,?,-4%,4%,15%,-2,-10%,-3%,-10%,?

# Some of the compounds tested; the hit share may differ from the screen's.
